From PubChem BioAssay
MEX-5 binding: MEX-5 zinc finger RNA-binding disruptors – biochemical, C. elegans, fluorescence polarization, MLPCN library, primary screen | Zinc finger protein mex-5 (Caenorhabditis elegans), Q9XUB2 | MEX-5/FITC-TCR2 RNA binding; stronger effect = lower value | activity score (negative = inhibition of binding), % at 10 µM | 0.38% of 300,000 active | AID 1832, 2009;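 active = inhibition past about -25% in most replicates, and total fluorescence under double the plate's negative control median, limit read from the data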;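 note: 0% = DMSO and -100% = 5 µM competing unlabeled TCR2 RNA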
Target sequence (Q9XUB2 whole entry, looked up): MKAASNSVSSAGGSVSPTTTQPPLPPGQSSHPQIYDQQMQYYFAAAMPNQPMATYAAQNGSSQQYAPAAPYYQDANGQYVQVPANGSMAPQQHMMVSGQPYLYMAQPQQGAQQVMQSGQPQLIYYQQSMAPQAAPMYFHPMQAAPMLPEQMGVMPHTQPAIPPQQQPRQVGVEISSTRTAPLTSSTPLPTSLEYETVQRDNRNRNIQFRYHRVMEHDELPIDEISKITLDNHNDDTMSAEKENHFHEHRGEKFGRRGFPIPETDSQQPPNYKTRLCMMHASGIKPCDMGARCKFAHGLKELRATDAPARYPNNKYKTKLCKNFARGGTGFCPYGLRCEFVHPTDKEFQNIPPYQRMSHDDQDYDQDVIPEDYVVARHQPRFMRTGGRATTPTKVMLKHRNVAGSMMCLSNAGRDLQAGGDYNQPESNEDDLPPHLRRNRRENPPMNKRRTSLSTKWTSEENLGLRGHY
GRK2 inh: compounds blocking aptamer binding on GRK2 – biochemical, human GRK2, bead flow cytometry, HTS, primary screen. Beta-adrenergic receptor kinase 1 (Homo sapiens), P25098. FAM-aptamer displacement from GRK2. inhibition of aptamer binding, % at 10 µM. 0.59% of 330,000 active. AID 488847, 2010;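 active = inhibition of aptamer binding above 40%, roughly 3 SD of noise, on plates passing a quality check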;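 note: median bead fluorescence of bound FAM aptamer so fluorescent compounds give negative values; no value below 0 was filed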
Efflux pump mplx: inhibitors of Candida efflux pumps in yeast, primary screen, S. cerevisiae, Nile Red, multiplex. S. cerevisiae Candida pump triplex. inhibition, % at 10 µM. 0.44% of 330,000 active. AID 485275, 2010;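 active = plate passing quality check with inhibition over a set limit, or well fluorescence over plate mean plus 4 SD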;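 note: Nile Red retained in pooled yeast measured as flow cytometry median fluorescence; 0% = buffer negative control and 100% = Enniatin B positive control; higher means more Nile Red kept so more efflux inhibition; some compounds called inactive have numbers as strong as hits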
VLA-4 inh: inhibition in human VLA-4 binding assay, primary screen, VLA-4 allosteric modulator project, MLPCN library, flow cytometry, VLA-4 expressing cells; Integrin alpha-4 (Homo sapiens), P13612; ligand binding flow cytometry; inhibition, % (about 7 µM as worked out from the volumes in the protocol); 0.2% of 330,000 active; AID 2557, 2010; in the data active = inhibition above about 50%
PME-1 primary: PME-1 inhibitors via competitive probe labeling, primary screen, biochemical, fluorescence polarization, FP-Rh probe, HTS | Protein phosphatase methylesterase 1 (Homo sapiens), Q9Y570 | inhibition, % at 5.9 µM | AID 2130, 2009 | recombinant PME-1 | 0.53% of 320,000 active;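 active = inhibition above the campaign mean of all compounds plus 3 SD, cut at about 26% in these data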;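 note: competitive labeling of PME-1 active site by serine hydrolase directed probe; 0% = PME-1 with DMSO and 100% = wells lacking PME-1 enzyme; inhibitors block probe labeling so polarization falls and inhibition rises; many of its hits are not listed in these tables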
BCLXL inh: inhibitors of human Bcl-xL, primary screen, biochemical, fluorescence polarization, HTS. GST-Bcl-xL / FITC-Bim BH3 peptide fluorescence polarization. inhibition, % at 10.9 µM. 0.7% of 320,000 active. AID 2129, 2009;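 active = inhibition above the mean of all tested compounds plus 3 SD, cutoff set per campaign, cut at about 30% in these data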;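 note: 0% = DMSO wells and 100% = unlabeled Bim-BH3 peptide competitor; inhibitors lower millipolarization by displacing the labeled peptide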
Target sequence (Q07817 whole entry, looked up): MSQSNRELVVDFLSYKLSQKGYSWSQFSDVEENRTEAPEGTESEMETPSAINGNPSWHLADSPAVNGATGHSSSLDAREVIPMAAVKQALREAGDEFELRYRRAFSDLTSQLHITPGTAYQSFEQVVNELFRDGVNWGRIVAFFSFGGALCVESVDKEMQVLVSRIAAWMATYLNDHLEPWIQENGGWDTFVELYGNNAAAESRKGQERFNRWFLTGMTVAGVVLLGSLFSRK
GLD-1 RNA inh: GLD-1/TGE RNA complex disruptors, primary screen, biochemical, fluorescence polarization; AID 2280, 2010; Female germline-specific tumor suppressor gld-1 (Caenorhabditis elegans), Q17339; purified GLD-1 + fluorescein TGE RNA; 0.44% of 320,000 active; inhibition, % at 5.96 µM;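 active = percent inhibition above a per-plate cutoff, the plate mean of test compounds plus 3 SD, cut at about 30% in these data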;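 note: 0% = DMSO wells with GLD-1 and probe and 100% = wells lacking GLD-1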
Fam108B counter: mouse Fam108B serine hydrolase inhibitors, primary screen, counter-screen for RBBP9 inhibitor project, biochemical, fluorescence polarization; recombinant Fam108B, FP-Rh probe fluorescence polarization; inhibition, % at 9.51 µM; 0.33% of 300,000 active;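 active = inhibition above the screen mean inhibition plus 3 SD, computed separately per campaign, cut at about 18% in these data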;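 note: inhibitors lower polarization as less probe binds the enzyme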
MCL1-BIM inh: inhibitors of MCL1 binding to BIM-BH3, primary screen, biochemical, fluorescence polarization; Induced myeloid leukemia cell differentiation protein Mcl-1 (Homo sapiens), Q07820; GST-MCL1 / FITC-Bim-BH3 fluorescence polarization; inhibition, % at 10.9 µM; 0.68% of 320,000 active; AID 2057, 2009;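 active = inhibition above the mean inhibition of all tested compounds plus 3 SD, set per campaign, cut at about 40% in these data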;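 note: 0% = DMSO wells and 100% = unlabeled Bim-BH3 peptide control; higher means more loss of mP so more displacement of Bim peptide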
Target sequence (Q07820 whole entry, looked up): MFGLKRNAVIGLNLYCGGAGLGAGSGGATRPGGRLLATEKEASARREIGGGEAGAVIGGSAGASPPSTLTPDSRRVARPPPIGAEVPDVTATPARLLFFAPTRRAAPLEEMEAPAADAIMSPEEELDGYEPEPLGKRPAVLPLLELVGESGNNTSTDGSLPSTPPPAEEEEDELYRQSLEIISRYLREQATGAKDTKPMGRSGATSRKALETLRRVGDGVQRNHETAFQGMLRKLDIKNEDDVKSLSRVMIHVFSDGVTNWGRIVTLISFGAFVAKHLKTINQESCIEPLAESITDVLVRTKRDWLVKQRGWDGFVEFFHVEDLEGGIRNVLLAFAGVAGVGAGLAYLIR
* = called active by the depositor; . = not tested or not shown. A portion of the library, so the mix of outcomes need not match the whole.

1. C#CCOCCOCCOCCNc1nc(N2CCN(C(=O)CCCCCCCCCCNC(=O)[C@H](CO)n3cc(CCCSC)nn3)CC2)nc(N2CCN(C(=O)CCCCCCCCCCNC(=O)[C@@H]([C@H](C)O)n3cc(C)nn3)CC2)n1
2. Cc1ccc(-n2c(-c3ccncc3)n[nH]c2=S)cc1C
3. COc1cc(NC(=O)COC(=O)c2nc3nc(C)cc(C)n3n2)cc(OC)c1
4. Cc1ccc(S(=O)(=O)C(C#N)c2nc3ccccc3nc2OCCO)cc1 (stereo not drawn)
5. Cc1onc(-c2ccccc2)c1NC(=O)N(CCC(=O)O)Cc1ccccc1
6. COC(=O)C1=C(C)N(Cc2ccccc2)C(=S)N[C@H]1c1ccc(Br)cc1
7. N/C(=N\N=C\c1cccs1)SC1CC(=O)N(c2cccc([N+](=O)[O-])c2)C1=O (stereo not drawn)
8. COc1ccccc1N1CCN(C2=CC(=O)CCC2)CC1
Screen / compound no.	1	2	3	4	5	6	7	8
VLA-4 inh	-1	-5	0	-13	0	-2	23	4
MCL1-BIM inh	-15	-22	-3	-2	6	.	-7	10
Efflux pump mplx	0.2	0.1	0.0	-0.1	0.0	0.1	-0.1	0.0
MEX-5 binding	.	2.4	1.4	-1.4	-0.4	.	-1.6	-0.8
Fam108B counter	-48	3	2	2	5	.	1	1
GLD-1 RNA inh	0	-2	1	11	6	6	-5	5
GRK2 inh	0	0	3	2	3	4	2	6
PME-1 primary	-59	1	-6	-2	1	.	1	0
BCLXL inh	3	-11	-1	7	2	.	-4	1

9. CN(C)S(=O)(=O)c1cccc(NC(=O)CN2C(=O)NC(CCc3ccccc3)C2=O)c1 (stereo not drawn)
10. COc1ccc(NCCc2ccccn2)cc1
11. CCOc1ccccc1NS(=O)(=O)c1ccc(OC)c(OC)c1
12. O=C(Nc1ccc(C(=O)N2CCCCC2)cc1)Nc1cccc(Cl)c1
13. Cc1ccc(C)n1CCN1CCN(C(=O)c2ccc(Cl)cc2)CC1
14. CCN(CC)CCN(C(=O)c1ccc(N2C(=O)CCC2=O)cc1)c1nc2cc3c(cc2s1)OCO3
15. CC(=O)c1cccc(NS(=O)(=O)c2ccc(-c3cnc(C4CC4)o3)cc2)c1
16. CCN(C(=O)CCN1C(=O)S/C(=C\c2ccccc2)C1=O)C1CCS(=O)(=O)C1 (stereo not drawn)
Screen / compound no.	9	10	11	12	13	14	15	16
VLA-4 inh	12	6	12	16	-11	-4	-30	1
MCL1-BIM inh	-5	9	8	4	1	11	-40	2
Efflux pump mplx	0.2	0.0	0.1	0.5	0.1	-0.1	0.3	-0.1
MEX-5 binding	-0.4	0.7	0.9	1.1	0.2	0.6	1.0	-0.9
Fam108B counter	2	2	-1	-2	1	1	-1	2
GLD-1 RNA inh	9	5	0	6	-12	6	-9	9
GRK2 inh	0	3	0	4	0	0	5	5
PME-1 primary	-3	1	26	-10	0	1	1	2
BCLXL inh	1	5	3	6	-3	8	-30	1

17. CCOCCCNC(=O)C1CCC(=O)N1CCc1ccccc1 (stereo not drawn)
18. O=C(NCC1CCCO1)C(=O)NCC(c1ccco1)N1CCN(c2ccc(F)cc2)CC1 (stereo not drawn)
19. Cc1cccc(NC(=O)Cn2ccn(-c3ccc4c(c3)OCCO4)c(=O)c2=O)c1
20. Cc1cccc2c1-c1sc(C(=O)Nc3cccc([N+](=O)[O-])c3C)cc1CO2
21. CCNC(=O)c1ccc(-n2nc(C(F)(F)F)c3c2CCCC3)cc1
22. CCN(CC)c1ccc(C(=O)N/N=C(\C)c2ccc(OC)c(OC)c2)cc1
23. COc1cccc(N(CC(=O)Nc2cccnc2)S(C)(=O)=O)c1
24. CN(C)S(=O)(=O)c1ccc(NC(=O)c2ccccn2)cc1
Screen / compound no.	17	18	19	20	21	22	23	24
VLA-4 inh	13	-6	-7	17	9	4	-7	37
MCL1-BIM inh	8	-5	-2	12	5	-6	8	2
Efflux pump mplx	-0.2	1.9	-0.2	-0.5	0.0	0.4	-0.1	0.1
MEX-5 binding	1.1	2.6	-1.9	-1.9	0.9	-0.7	-1.0	1.9
Fam108B counter	0	1	3	3	0	0	-1	-2
GLD-1 RNA inh	-3	3	2	4	0	4	-2	4
GRK2 inh	1	0	0	0	0	3	3	0
PME-1 primary	-1	6	-1	4	2	-4	-2	-4
BCLXL inh	6	-1	-1	5	3	-4	14	0

Full records, looked up by structure. Values in the order: VLA-4 inh, MCL1-BIM inh, Efflux pump mplx, MEX-5 binding, Fam108B counter, GLD-1 RNA inh, GRK2 inh, PME-1 primary, BCLXL inh
CN(C)S(=O)(=O)c1ccc(NC(=O)c2ccccn2)cc1 reads 37, 2, 0.1, 1.9, -2, 4, 0, -4, 0
Cc1cccc2c1-c1sc(C(=O)Nc3cccc([N+](=O)[O-])c3C)cc1CO2 reads 17, 12, -0.5, -1.9, 3, 4, 0, 4, 5
CCN(CC)c1ccc(C(=O)N/N=C(\C)c2ccc(OC)c(OC)c2)cc1 reads 4, -6, 0.4, -0.7, 0, 4, 3, -4, -4
COc1cccc(N(CC(=O)Nc2cccnc2)S(C)(=O)=O)c1 reads -7, 8, -0.1, -1.0, -1, -2, 3, -2, 14

Remaining list, next part
25. COc1ccc(C/C(C)=N/NC(=S)Nc2ccc(C(C)C)cc2)cc1
26. COc1ccc(CC(=O)NC(C)CCc2ccccc2)cc1OC (stereo not drawn)
27. CC(C)c1ccc(N(C(=O)c2csnn2)C(C(=O)NC(C)(C)C)c2cccnc2)cc1 (stereo not drawn)
28. O=C(NCc1ccc(Cl)cc1)C1CCCN(c2ncnc3c2nc2n3CCCCC2)C1 (stereo not drawn)
29. CC(C)(C)NC(=O)CSc1nccn1Cc1ccccc1
30. CC(=O)NNC(=O)CC(=O)Nc1nc(C23CC4CC(CC(C4)C2)C3)cs1
31. COC(=O)C(Cc1c[nH]c2ccccc12)NC(=O)C1CC1 (stereo not drawn)
32. N#CCc1cccnc1Sc1ccc(Cl)cc1
Screen / compound no.	25	26	27	28	29	30	31	32
VLA-4 inh	-1	17	6	3	7	-24	6	5
MCL1-BIM inh	-7	-1	3	-2	-7	4	3	2
Efflux pump mplx	0.2	0.1	-0.1	0.0	0.1	0.6	0.6	-0.1
MEX-5 binding	2.6	1.2	1.6	-0.9	2.1	0.5	0.4	1.8
Fam108B counter	-6	-1	1	5	0	-8	-1	0
GLD-1 RNA inh	5	0	4	4	2	-2	-6	-14
GRK2 inh	4	1	1	0	2	0	0	0
PME-1 primary	8	0	6	2	4	-11	0	-2
BCLXL inh	-1	6	-2	0	-6	-1	-1	6

Values by screen from the entries so far.
Entries 25–32 in BCLXL inh: -1, 6, -2, 0, -6, -1, -1, 6

(cont.)
33. CC1(C)CC(=O)C2=C(C1)N(Cc1ccco1)C(=O)C2(NC(=O)C1CCCCC1)C(F)(F)F (stereo not drawn)
34. Cc1nn(C)c(C)c1/C=N/NC(=O)c1csc2ccccc12
35. O=C(COC(=O)c1ccccn1)NC(=O)c1ccccc1
36. Cc1ccc(Cn2c(N3CCN(CCO)CC3)nc3c2c(=O)n(C)c(=O)n3C)cc1
37. Cc1ccc2[nH]c3c(=O)n(CCN4CCNCC4)cnc3c2c1
38. FC(F)(F)c1cc(Cl)c2nnc(C(F)(F)Cl)n2c1
39. O=C(COC(=O)c1ccccc1NC(=O)c1ccco1)NCC1CCCCC1
40. COc1ccc(Cl)cc1NC(=O)/C=C/C(=O)O
Screen / compound no.	33	34	35	36	37	38	39	40
VLA-4 inh	-1	7	-4	14	11	1	-4	5
MCL1-BIM inh	6	-2	-9	10	6	-5	0	2
Efflux pump mplx	0.0	-0.2	-0.1	0.0	0.2	0.1	0.3	0.2
MEX-5 binding	-0.5	-15	.	-0.1	0.6	-1.3	2.5	0.5
Fam108B counter	-1	0	.	-1	-5	-5	-1	-1
GLD-1 RNA inh	4	-7	4	9	2	-5	3	3
GRK2 inh	17	2	3	1	0	0	0	0
PME-1 primary	7	-4	6	1	3	-5	-4	-3
BCLXL inh	1	1	-4	8	1	-1	4	-6

A second format for some results above.
nr	molecule	VLA-4 inh	MCL1-BIM inh	Efflux pump mplx	MEX-5 binding	Fam108B counter	GLD-1 RNA inh	GRK2 inh	PME-1 primary	BCLXL inh
11	CCOc1ccccc1NS(=O)(=O)c1ccc(OC)c(OC)c1	12	8	0.1	0.9	-1	0	0	26	3
12	O=C(Nc1ccc(C(=O)N2CCCCC2)cc1)Nc1cccc(Cl)c1	16	4	0.5	1.1	-2	6	4	-10	6

(further entries)
41. CC1(CCc2ccccc2)NC(=O)N(CC(=O)Nc2c(F)cccc2F)C1=O (stereo not drawn)
42. CC[C@]12c3[nH]c4ccccc4c3CCN1C(=O)C(CC(=O)NCCN1CCOCC1)C[C@@H]2C(=O)N1CCN(C(=O)c2ccco2)CC1 (stereo partly drawn)
43. Cc1cc(Cl)c(OCCOCCN2CCN(C)CC2)c(Br)c1
44. CCCCCNC(=O)c1cn(CC)c2cc(N3CCN(C)CC3)c(F)cc2c1=O
45. Cc1ccc(C(=O)Nc2nc3n(n2)C(c2ccccc2)CC(=O)N3)cc1 (stereo not drawn)
46. CCNc1nc(OC)nc(Oc2ccc(=O)n(-c3ccccc3)n2)n1
47. Cc1ccc(C)c(NC(=S)NNC(=O)c2csc(C(C)C)c2)c1
48. COc1ccc(CCNS(=O)(=O)c2cn(C)nc2C)cc1OC
Screen / compound no.	41	42	43	44	45	46	47	48
VLA-4 inh	-7	38	1	-15	4	0	-5	-2
MCL1-BIM inh	.	.	-1	-2	0	-3	3	0
Efflux pump mplx	-0.1	-0.2	-0.2	0.4	-0.1	-0.1	0.0	0.0
MEX-5 binding	.	.	-1.2	-2.0	0.7	-0.4	-3.1	1.8
Fam108B counter	.	.	-4	-3	1	-2	4	0
GLD-1 RNA inh	2	0	-3	-14	3	9	-2	3
GRK2 inh	1	0	2	0	0	0	0	8
PME-1 primary	.	.	-4	7	3	-2	0	6
BCLXL inh	.	.	1	-3	5	0	6	1
